# Source: PubChem
# FN deposition inh: inhibitors of fibronectin matrix deposition, primary screen, AH1F cells, Alexa488-fibronectin fluorescence, plate reader | AH1F fibroblasts, overnight | inhibition, % at 12.6 µM | 350,000 compounds, 0.086% hits;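 active means mean inhibition across replicates of 30% or more, regardless of how many single replicates reach that level; inconclusive means mean under 30% yet at least half of replicates reach 30%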;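 further: positive control wells lacked labelled fibronectin entirely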
#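 material = AH1F fibroblast monolayer depositing Alexa488-labelled fibronectin into matrix | amount = 10000 AH1F cells/well | buffer or medium = DMEM plus 2% serum, read in PBS | incubation = 1 h cell adhesion before compound, then overnight fibronectin incubation | detection = fluorescence at 485 nm excitation, 525 nm emission | evaluation = percent inhibition as loss of matrix-bound fibronectin fluorescence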
# PAX8 inh HTS: inhibitors of PAX8-driven TPO luciferase reporter, primary screen, RMG-I cells, single concentration | 360,000 compounds, 1.2% hits | SteadyGlo, 24 h | inhibition, % at 12.6 µM | AID 652154, 2013;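 active means mean replicate inhibition at least 60% with every replicate also reaching 60%; inconclusive means only one of the two criteria is met; inactive means mean below 60% and not all replicates reaching 60%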;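 further: luciferase light reporting Pax8 driven TPO promoter activity; plate controls were median of neutral control wells for no effect and mitoxantrone controls for full effect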
# LGR2 antag: inhibitors of bursicon-induced LGR2 CRE-luciferase signal, primary screen, cell-based, HEK293, CRE-luciferase reporter, bursicon stimulation. Drosophila bursicon receptor LGR2 (rickets). bursicon-stimulated, 4 h. inhibition, % at 9.99 µM. 380,000 compounds, 0.35% hits. AID 720647, 2013;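 active means drop in luminescence signal, shown as inhibition above about 50% in the replicate tests, limit read from the data, passing the limit was not always enough; inconclusive means probably only some replicates passing the limit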;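 further: agonist challenge used bursicon conditioned medium at about half maximal strength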
# Cneo AK release: Cryptococcus neoformans cell lysis inducers, primary screen, AK release luminescence, single concentration; AID 651654, 2012; 360,000 compounds, 0.2% hits; lysis activity, % at 15 µM; C. neoformans lysis, adenylate kinase release luminescence, 4 h; normalised: neutral wells 0, clomiphene wells 100;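 active means mean lysis activity across replicates of at least 80%, whatever share of replicates individually reach that level; inactive means mean lysis activity below 80%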
#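 read-out = cell lysis signal | test system = log-phase Cryptococcus neoformans yeast cells | input = cells at 5 × 10^6 per mL | medium = fresh YPD growth medium | signal = luminescent adenylate kinase detection reagent | timing = 4 h at 37 °C static, read 1 h later | dosing = single dose | controls = Clomiphene as positive lysis control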
# miR122 inh: miR-122 Renilla sensor signal increase in Huh7, primary screen, miR-122 inhibitor project, cell-based, single point, plate reader | Huh7 miR-122 Renilla luciferase sensor, 48 h; neutral wells = 0, positive control = 100 | activation (reporter increase), % at 12.5 µM | 340,000 compounds, 0.3% hits;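 active means mean replicate activation score at least 90 and every replicate individually at or above 90; inconclusive means only one of the two criteria met; inactive means neither criterion met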;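 further: higher luciferase means less miR-122 activity so hits act as miR-122 inhibitors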
# EWS-Fli inh: EWS/Fli-driven NR0B1 reporter inhibitors, primary screen, A673 cells, NR0B1 luciferase, luminescence, MLPCN library; viability-normalised; 350,000 compounds, 0.67% hits; inhibition, % at 12.6 µM;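 active means mean inhibition of at least 50% after viability correction, with every replicate also passing that limit; inconclusive means mean reaches 50% but only one of two replicates passes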;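 further: firefly luciferase signal divided by Alamar Blue viability fluorescence both relative to DMSO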
# PGC1a acetyl inh: inhibitors of PGC1a acetylation signal, primary screen, cell-based, U2OS, AlphaScreen, inhibitor mode; AlphaScreen anti-acetyl-lysine; with virally co-expressed GCN5 acetyltransferase; inhibition, % at 15.6 µM; 350,000 compounds, 0.17% hits; AID 651687, 2012;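 active means every replicate shows inhibition of at least 40%; inconclusive means mean inhibition at least 40% but some replicate below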;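 further: 0% = neutral control wells and 100% = positive control wells; some results beyond the cut were filed as inactive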
# Casp6 inh: human caspase-6 inhibitors, primary screen, biochemical, VEID-R110 fluorescence, single point, set 2; purified caspase-6, Z-VEID-R110 cleavage fluorescence; P55212; 350,000 compounds, 0.53% hits; inhibition, % at 12.5 µM; AID 686996, 2013;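 active means mean inhibition across replicates at least about 35%, with every replicate also reaching that limit, limit read from the data; inconclusive means only one of the two criteria met; inactive means neither criterion met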;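 further: 0% = median of neutral control wells and 100% = no fluorescence left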
# Target sequence (P55212 24-179 limits assumed): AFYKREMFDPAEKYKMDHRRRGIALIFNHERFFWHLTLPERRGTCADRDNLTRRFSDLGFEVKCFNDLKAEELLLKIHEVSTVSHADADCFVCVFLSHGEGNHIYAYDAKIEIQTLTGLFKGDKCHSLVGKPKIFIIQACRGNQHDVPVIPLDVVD
# Target sequence (P55212 194-293 limits assumed): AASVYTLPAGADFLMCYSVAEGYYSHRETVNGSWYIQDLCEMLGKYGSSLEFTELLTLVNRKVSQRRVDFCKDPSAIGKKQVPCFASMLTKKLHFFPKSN
# * = called active by the depositor; ? = inconclusive; nt = no result given; [ ] = another dose, or the depositor's remark.
SMILES,FN deposition inh,PAX8 inh HTS,LGR2 antag,Cneo AK release,miR122 inh,EWS-Fli inh,PGC1a acetyl inh,Casp6 inh
CCOP(=O)(OCC)C(NC(=O)Nc1ccccc1)c1ccccc1 (configuration not stated),2,36,14,1,5,10,2,0
CCOc1ccc(N(C(=O)c2snc(C(N)=O)c2N)C(CC)C(=O)NC2CCCC2)cc1 (configuration not stated),-10,9,7,2,nt,11,nt,1
CCOC(=O)Cc1c(C)nc2c(-c3ccccc3)c(-c3ccccc3)[nH]n2c1=O,nt,nt,17,nt,-3,11,0,0
COc1ccc2ccccc2c1C1CC(=O)N2CN(C)CSC2=C1C#N (configuration not stated),3,5,8,-1,-1,nt,5,27
Cc1ccc(NC(=O)CCC(=O)c2cccs2)cc1F,-8,11,-40,-5,nt,1,nt,-4
CN(C)S(=O)(=O)c1cc(NC(=O)CN2CCN(c3ccccc3O)CC2)ccc1Cl,10,25,-1,nt,0,12,-27,0
O=C(CN1CCN(c2ccccn2)CC1)Nc1ccc(Oc2ccccc2)cc1,nt,nt,-1,11,4,nt,3,nt
CCOC(=O)C1CN(S(=O)(=O)c2ccc(C)cc2)c2ccccc2O1 (configuration not stated),-1,19,14,-2,6,11,-8,0
O=C(CN(c1ccc(Br)cc1)S(=O)(=O)c1ccc(Cl)c([N+](=O)[O-])c1)NCC1CCCO1 (configuration not stated),0,44,-10,-2,-29,44,4,-1
Oc1ccc(-c2ccccc2)cc1CN1CCCCCC1,1,-18,-10,-1,4,-4,-43,-1
CN(C)C(=O)C[C@H]1C[C@H]2c3cc(NS(C)(=O)=O)ccc3O[C@H]2[C@@H](CO)O1,1,-32,-9,-1,-3[16.7 µM],5,-6,-4
CCn1cc(C(=O)Nc2ccc(OC)c(OC)c2)c2cc(OC)c(OC)cc2c1=O,7,6,nt,-2,-2,nt,-3,nt
CC(=O)Nc1nc(SCC(=O)NCC2CCCO2)[nH]c(=O)c1NC(=O)c1cccs1 (configuration not stated),nt,9,1,nt,nt,-5,nt,-1
C[C@@H]1CN([C@@H](C)CO)C(=O)CCCn2nncc2CO[C@@H]1CN(C)Cc1cccc(C(=O)O)c1,-26,17,-6,3,4[16.7 µM],-1,5,1
CNC(=O)C[C@@H]1CC[C@@H]2[C@H](COC[C@H](O)CN2C(=O)c2ccccn2)O1,-10,10,-2,-1,-2[16.7 µM],-3,-5,-1
COc1cc(OC)c(C2C(C(=O)Nc3ccccc3)=C(C)Nc3ncnn32)cc1OC (configuration not stated),-4,-9,nt,2,-8,nt,1,nt
Cc1ccc(S(=O)(=O)N2CCCCC2)cc1C(=O)Nc1ccc(N2CCOCC2)cc1,0,-10,nt,0,-1,nt,1,nt
Nc1nnc(SCC(=O)NC2CCCCCCC2)s1,3,nt,6,-1,8,-6,nt,0
O=C(c1ccc(S(=O)(=O)N2CCCCCC2)cc1)N1CCN(Cc2ccccc2)CC1,16,-10,7,0,nt,4,nt,0
Cc1cccc(-n2c(=S)[nH]c3sc4c(c3c2=O)CCc2ccccc2-4)c1,10,-13,nt,nt,nt,16,9,3
CCC(=O)N[C@H]1CC[C@H](CC(=O)NCc2ccccc2OC)O[C@@H]1CO,nt,2,3,49,nt,3,4,5
CNC[C@H]1OCCCC[C@@H](C)Oc2ccc(NS(=O)(=O)c3ccc(F)cc3)cc2C(=O)N([C@@H](C)CO)C[C@@H]1C,4,-23,-5,nt,-6[16.7 µM],-2,-5,nt
CCCCCCN1CCN(C2CN(CCCC)S(=O)(=O)C2)CC1 (configuration not stated),-4,6,10,2,-2,3,3,-8
Oc1ccccc1CNc1nccs1,1,3,-1,0,-3,3,-5,2
CCCOc1ccc(Cc2c(O)nc(SC)[nH]c2=O)cc1,-3,-19,0,-3,nt,5,nt,0
COc1cc(CNC(C)c2ccccc2)cc(Br)c1OCc1ccc(F)cc1 (configuration not stated),-10,23,25,2,nt,16,nt,-2
COc1ccc(Cl)cc1-c1nc(SCC(=O)NC2CCCC2)n[nH]1,1,-12,-2,1,nt,1,1,-1
O=C(Nc1ccc(F)cc1F)c1cccnc1,-5,-3,nt,2,-1,nt,-9,nt
CCSc1nnc(Cc2cc(=O)[nH]c(=O)[nH]2)n1-c1ccc(F)cc1,4,-22,0,-2,5,-7,6,-1
O=C(O)c1ccccc1-c1ccccc1C(=O)Nc1ccc2c(c1)CCC2,4,3,-1,-1,-3,7,9,3
COc1ccc(S(=O)(=O)N(C)C[C@@H]2Oc3ccc(NS(=O)(=O)c4cn(C)cn4)cc3CC(=O)N([C@@H](C)CO)C[C@@H]2C)cc1,nt,-10,26,-2,-4[16.7 µM],-15,3,-2
CCNC(=O)C[C@H]1C=C[C@H](NC(=O)NC2CCCCC2)[C@@H](CO)O1,7,-16,-21,54,nt,1,9,1
Cc1cccc(C)c1NC(=O)CN1CCN(c2ccc(C(F)(F)F)cn2)CC1,-2,3,11,1,-3,4,-2,-1
COC(=O)c1ccc(COC(=O)CSCC(=O)Nc2ccc(C)cc2C)cc1,-4,-1,-14,-1,nt,2,nt,-1
Cc1ccc(S(=O)(=O)N2[C@@H](c3ccc(Cl)cc3)C(C(=O)OC(C)(C)C)=CC[C@H]2c2ccc(Cl)c(Cl)c2)cc1,-7,3,-21,2,-9,19,-2,-4
CCOC(=O)c1c(CSC(=N)N)n(-c2ccc(Br)cc2)c2cc(Br)c(OC(C)=O)cc12,-15,-19,8,3,-1,nt,-9,nt
O=c1nc(Oc2ccccc2)nc2ncccn12,0,6,nt,nt,nt,9,nt,0
C[C@@H]1CCCCO[C@H](CN(C)C(=O)Nc2cccc3ccccc23)[C@H](C)CN([C@H](C)CO)C(=O)c2cc(NS(=O)(=O)c3ccc(Cl)cc3)ccc2O1,-5,?,-6,-2,-16[16.7 µM],-26,2,1
COc1ccc(-c2cc3ccccc3c(=O)o2)cc1,-8,-142,-49,nt,nt,-34,nt,4
O=[N+]([O-])c1ccccc1/C=C/C=N/n1c(-c2ccccc2)n[nH]c1=S,-4,11,4,nt,nt,23,nt,1
CCC(=O)Nc1ccc2c(c1)C(=O)N(C)C[C@H](OC)[C@H](C)CN(C(=O)NC(C)C)[C@H](C)CO2,-9,nt,-8,0,-1[16.7 µM],-5,5,-1
C[C@@H]1CN([C@H](C)CO)S(=O)(=O)c2ccc(C#CC3(O)CCCC3)cc2O[C@H]1CN(C)C,-2,nt,-6,1,5[16.7 µM],4,-14,2
COCC(=O)N1C[C@@H](C)[C@H](OC)CN(C)C(=O)c2cc(NC(=O)c3ccc(OC)cc3)ccc2OC[C@H]1C,-5,-6,11,-1,-10[16.7 µM],-15,-9,nt
COc1ccc(C2=NN(C(=O)/C=C/c3ccccc3)C(c3ccccc3)C2)c(OC(C)=O)c1 (configuration not stated),6,16,-6,1,7,nt,5,nt
Cc1cc(S(=O)(=O)c2ccc(Cl)cc2)nc(S(=O)(=O)c2ccc(Cl)cc2)c1C#N,-15,83*,14,-4,nt,64*,-34,2
CN(C1CCCCC1)C(CNS(=O)(=O)c1ccccc1)c1ccccc1 (configuration not stated),-38,2,0,3,5,nt,-12,-8
COc1ccc(-c2nnc3ccc(SCC(N)=O)nn23)cc1OC,3,nt,0,1,-6,nt,-1,nt
COc1ccc(Cl)cc1NC(=O)CSc1nc(NS(=O)(=O)c2ccccc2)cc(=O)[nH]1,5,15,8,-4,0,8,11,0
COc1cc(C(c2sc3nc(C)nn3c2O)N2CC(C)OC(C)C2)cc(OC)c1OC (configuration not stated),-1,-11,29,-2,-10,1,-3,-1
C[C@@H](O)C#Cc1ccc2c(c1)O[C@H](CN(C)C(=O)c1ccncc1)[C@@H](C)CN([C@@H](C)CO)S2(=O)=O,-2,-3,1,1,2[16.7 µM],6,3,6
# (further entries)
SMILES,FN deposition inh,PAX8 inh HTS,LGR2 antag,Cneo AK release,miR122 inh,EWS-Fli inh,PGC1a acetyl inh,Casp6 inh
CN(C)S(=O)(=O)c1cccc(NC(=O)CCSc2ccc(Cl)cc2)c1,-3,-3,11,1,7,9,-2,1
COCCCNc1nc2c(-c3ccc(C)cc3)nnn2c2ccccc12,-3,7,-30,0,-2,-61,nt,2
COCCN(C(=O)c1ccccc1F)c1nnc(-c2ccc(OC)cc2)s1,1,-17,3,-2,nt,-20,nt,1
Cc1cccc(NC(=S)NC(NC(=O)c2ccco2)C(Cl)(Cl)Cl)c1 (configuration not stated),0,2,nt,4,6,nt,-28,nt
CC1(C(=O)Nc2ccc(F)c(Cl)c2)Cc2c(-c3cccc(C(F)(F)F)c3)ccnc2O1 (configuration not stated),4,10,nt,0,-3,0,-1,-3
CCCCn1nnnc1C(c1ccccc1)N1CCN(C(C)=O)CC1 (configuration not stated),1,1,2,nt,nt,-12,nt,-8
C[C@@H]1CCCCO[C@@H](CN(C)Cc2ccc(C(=O)O)cc2)[C@@H](C)CN([C@@H](C)CO)C(=O)c2cc(NC(=O)Nc3ccccc3)ccc2O1,1,-17,-1,-4,13[16.7 µM],-7,7,0
O=C(CSc1nnc(-c2ccncc2)n1Cc1ccco1)OC1CCCCC1,nt,nt,6,9,-2,14,-23,-1
N#C[C@@H]1[C@H](c2ccccc2)[C@H](CO)N1C(=O)c1cc(Cl)cc(Cl)c1,3,-16,13,-1,nt,3,7,5
O=C(O)CNS(=O)(=O)c1ccc(F)cc1,14,nt,nt,1,-16,nt,2,nt
Cc1nc(N2CCOCC2)c2c(C)c(C(=O)Nc3ccc(C(F)(F)F)cc3)sc2n1,15,8,-5,-19,-7,-2,7,-1
C=C1CCC[C@]2(C)C[C@H]3OC(=O)C(CNCC(C)C)[C@H]3CC12 (some centres not stated),-1,47,14,0,-6,-11,10,-3
FC(F)(F)c1cc(Cl)c2nc(-c3ccc(Cl)cc3)c(Cc3ccccc3)n2c1,-2,2,19,0,2,5,0,2
Cc1ccc(C)c(NC(=O)CSc2nnc3n2CCCCC3)c1,1,4,-4,-2,-5,1,-2,1
O=C(NCc1csc2ccc(Cl)cc12)Nc1ccccc1,-28,12,12,nt,11,0,-10,-1
CCN1CCN(CC#CCOc2ccccc2OC)CC1,4,1,7,0,-3,-1,-3,-6
COc1ccc(S(=O)(=O)N2CCC(N3CCCC3)CC2)cc1,4,-27,0,0,-2,5,nt,-10
N#C/C(=C\C1CC=CCC1)c1nc2ccccc2[nH]1 (configuration not stated),-1,nt,nt,0,13,nt,-3,nt
